Screening data (PubChem BioAssay)
ABHD5 PLIN5 PPI: ABHD5-PLIN5 interaction inhibitors, primary screen, cell lysate, split luciferase complementation, luminescence; Perilipin-5 (Homo sapiens) + 1-acylglycerol-3-phosphate O-acyltransferase ABHD5 (Homo …; Split G. princeps luciferase complementation, 4 h; inhibition, % at 4 µM; hit rate 0.78% among 360,000;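 active means inhibition above the mean inhibition across every tested compound plus 3 SD, cut at about 22% in these data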;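 further: 0% = DMSO only wells and the 100% control is not disclosed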
NR5A2 inv ag: LRH-1 (NR5A2) inverse agonists, primary screen, cell-based, luminescence, HEK293T, StAR-luciferase reporter; inhibition, % at 3.6 µM; AID 602396, 2012; LRH-1 transfected, 24 h; Nuclear receptor subfamily 5 group A member 2 (Homo sapiens), O00482; hit rate 0.13% among 360,000;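 active means inhibition above the mean inhibition of all tested compounds plus 3 SD, cut at about 73% in these data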;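 further: 0% = DMSO wells and 100% = reporter-only cells lacking LRH-1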
Exocytosis inh: LAMP-1 surface exposure blockers, TALL-104 cells – cell-based, flow cytometry, MLPCN library, primary screen; TALL-104 LAMP-1 surface exposure; cells stimulated with thapsigargin and PMA; inhibition, % at 10 µM; hit rate 0.66% among 360,000;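 active means inhibition above about 55%, limit read from the data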
NOD2-RIPK2 inh: NOD2-RIPK2 binding disruptors in cells, primary screen, fluorescence, CHO cells, BLA complementation; Receptor-interacting serine/threonine-protein kinase 2 (Homo sapiens), O43353; CCF4 ratio; inhibition, % at 4.98 µM; hit rate 0.38% among 360,000; AID 624267, 2012; in the data active means inhibition above about 21%;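 further: 0% = vehicle only and 100% = reference blocker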
TROY signal inh: inhibitors of TROY-driven NF-kB signaling, primary screen, Q293 LMP1-TROYcd cells, NF-kB luciferase, uHTS. inhibition, % at 10 µM. AID 1347056, 2019. Q293 LMP1-TROYcd NF-kB luciferase reporter, 4 h. hit rate 0.98% among 360,000;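 active means compounds whose plate-normalised and pattern-corrected inhibition of the luciferase reporter signal at the single screening dose is 50% or more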
SRC3 inh: SRC3 coactivator transcriptional activity inhibitors, primary screen, cell-based, luminescence | Nuclear receptor coactivator 3 (Homo sapiens), Q9Y6Q9 | HEK293 GAL4-SRC3 luciferase reporter | inhibition, % at 3.6 µM | hit rate 0.17% among 360,000;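 active means inhibition above a per-campaign cutoff, the mean of all compounds plus 3 SD, cut at about 60% in these data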;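 further: 0% = DMSO-treated cells and 100% = gossypol-treated cells at 36 µM; higher means less SRC3-driven luciferase light from the GAL4 reporter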
SRC1 inh: SRC1 coactivator transcriptional activity inhibitors, primary screen, cell-based, luminescence. Nuclear receptor coactivator 1 (Homo sapiens), Q15788. HEK293 GAL4-SRC1 luciferase reporter. inhibition, % at 3.6 µM. hit rate 0.12% among 360,000. AID 588354, 2011;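 active means inhibition above the campaign mean plus 3 SD, with each screening campaign given its own cutoff, cut at about 60% in these data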;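 further: 0% = DMSO treated cells and 100% = gossypol at 36 µM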
TWEAK-Fn14 inh: inhibitors of TWEAK-Fn14 signaling, primary screen, luciferase reporter cells, uHTS; hit rate 2% among 360,000; AID 1159606, 2016; TWEAK-stimulated Fn14 reporter cells, luciferase luminescence, 8 h; inhibition, % at 10 µM; in the data active means inhibition above about 50%
NR2F2 inh: NR2F2 transcriptional activity inhibitors, primary screen, cell-based, luciferase reporter, HEK293T, luminescence. hit rate 0.7% among 370,000. HEK293T NGFI-A luciferase reporter. COUP transcription factor 2 (Homo sapiens), P24468. AID 686940, 2013. inhibition, % at 8.6 µM;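 active means inhibition above a per-plate cutoff, mean inhibition of test wells between control levels plus 3 SD, cut at about 38% in these data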;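 further: cells cotransfected with COUP-TFII expression vector driving the NGFI-A reporter; 0% = median of COUP-TF2 test wells and 100% = reporter-only cells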
TLR9-MyD88 block: inhibitors of TLR9-MyD88 association in cells, primary screen, cell-based, CHO, BLA complementation, fluorescence | CCF4 FRET ratio | inhibition, % at 4.98 µM | hit rate 0.21% among 340,000 | AID 504734, 2011;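 active means inhibition above the mean over all tested compounds plus 3 SD, cut at about 21% in these data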;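 further: 0% = DMSO only wells and 100% = clavulanate BLA inhibitor control wells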
NCOA2 inhibitor: inhibition of GAL4-SRC2 driven luciferase reporter, primary screen, SRC2 inhibitor project, cell-based, luminescence. AID 651957, 2012. hit rate 0.17% among 370,000. inhibition, % at 9 µM. Nuclear receptor coactivator 2 (Homo sapiens), Q15596. HEK293 GAL4-SRC2 luciferase reporter;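 active means inhibition above the mean inhibition of all tested compounds plus 3 SD, set per campaign, cut at about 52% in these data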;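 further: 0% = DMSO treated cells and 100% = cells given Gossypol at 36 µM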
Target sequence (Q15596 whole entry, looked up, the tested form may be a part): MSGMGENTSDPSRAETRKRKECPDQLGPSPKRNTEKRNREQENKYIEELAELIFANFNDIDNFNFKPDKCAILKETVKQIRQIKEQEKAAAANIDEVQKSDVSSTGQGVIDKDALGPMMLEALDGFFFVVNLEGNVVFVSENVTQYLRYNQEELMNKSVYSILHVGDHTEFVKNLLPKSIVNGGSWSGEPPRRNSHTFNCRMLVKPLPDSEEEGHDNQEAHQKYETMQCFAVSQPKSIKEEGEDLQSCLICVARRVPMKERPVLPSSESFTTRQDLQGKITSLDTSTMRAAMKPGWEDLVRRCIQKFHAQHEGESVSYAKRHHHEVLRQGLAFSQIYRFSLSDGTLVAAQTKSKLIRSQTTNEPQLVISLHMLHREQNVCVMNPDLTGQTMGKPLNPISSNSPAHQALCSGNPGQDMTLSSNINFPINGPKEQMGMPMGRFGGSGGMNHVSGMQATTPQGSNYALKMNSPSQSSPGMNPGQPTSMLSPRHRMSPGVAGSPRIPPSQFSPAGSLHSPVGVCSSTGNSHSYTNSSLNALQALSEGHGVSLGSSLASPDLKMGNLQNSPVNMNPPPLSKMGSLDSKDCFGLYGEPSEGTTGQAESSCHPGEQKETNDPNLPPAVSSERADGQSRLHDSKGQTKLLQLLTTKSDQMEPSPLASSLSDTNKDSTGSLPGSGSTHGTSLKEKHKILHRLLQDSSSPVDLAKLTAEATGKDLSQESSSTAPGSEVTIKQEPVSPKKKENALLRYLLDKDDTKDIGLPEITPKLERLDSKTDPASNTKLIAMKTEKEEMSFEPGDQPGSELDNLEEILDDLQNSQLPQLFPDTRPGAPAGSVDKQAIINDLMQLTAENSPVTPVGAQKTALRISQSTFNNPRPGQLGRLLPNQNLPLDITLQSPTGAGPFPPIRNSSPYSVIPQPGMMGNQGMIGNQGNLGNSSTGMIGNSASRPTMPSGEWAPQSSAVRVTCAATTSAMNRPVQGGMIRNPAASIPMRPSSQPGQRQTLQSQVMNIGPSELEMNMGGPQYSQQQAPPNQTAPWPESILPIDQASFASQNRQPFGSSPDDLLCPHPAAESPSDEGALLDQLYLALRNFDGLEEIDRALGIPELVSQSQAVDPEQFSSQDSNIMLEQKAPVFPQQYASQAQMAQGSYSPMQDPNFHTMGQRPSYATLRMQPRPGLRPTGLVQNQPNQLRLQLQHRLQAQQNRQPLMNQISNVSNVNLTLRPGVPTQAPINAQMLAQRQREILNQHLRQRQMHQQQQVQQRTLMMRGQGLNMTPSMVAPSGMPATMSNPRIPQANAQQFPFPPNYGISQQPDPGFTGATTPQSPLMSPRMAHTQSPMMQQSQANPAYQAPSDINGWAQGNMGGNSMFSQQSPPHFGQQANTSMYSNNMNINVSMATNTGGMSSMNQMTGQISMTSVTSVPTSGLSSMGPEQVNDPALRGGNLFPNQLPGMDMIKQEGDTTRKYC
* = called active by the depositor; . = not tested or not shown; & = joins results of further samples.

SMILES	ABHD5 PLIN5 PPI	NR5A2 inv ag	Exocytosis inh	NOD2-RIPK2 inh	TROY signal inh	SRC3 inh	SRC1 inh	TWEAK-Fn14 inh	NR2F2 inh	TLR9-MyD88 block	NCOA2 inhibitor
CC(C)C(NS(=O)(=O)/C=C/c1ccccc1)C(=O)NCc1ccc(F)cc1 (stereo not given)	0	7	8	-11	-9	2	12	19	8	-3	19
COC(=O)C(NC(=O)c1ccccc1)(Nc1nc(C)cs1)C(F)(F)F (stereo not given)	6	11	-2	-8	-35	-1	2	-25	9	-6	-20
CC(=O)Nc1ccc2c(c1)nc1n2CCN(C(C)c2ccccc2)C1 (stereo not given)	0	-12	21	-13	0	30	0	1	-1	-12	26
O=C(c1ccccc1)c1ccc(OCC(=O)N2CCOCC2)cc1	2	-10	0	-10	-2	11	-9	-2	-13	-1	-6
O=C(N/N=C/c1cccnc1)c1cccc(S(=O)(=O)N2CCCC2)c1	-2	3	-17	2	-13	5	3	2	4	-10	-13
CCOc1ccsc1C(=O)OC	0	9	2	7	-10	1	-5	1	-1	13	18
O=C(O)C(c1ccccc1)C(O)c1ccc2c(c1)OCO2 (stereo not given)	2	11	-4	3	-26	-26	-5	-7	9	-4	9
COc1ccccc1C(=O)c1cc2ccc(O)cc2oc1=O	0	-4	1	-6	5	-3	2	0	-5	-8	-15
Cc1ccccc1-n1c(Cc2cccs2)n[nH]c1=S	-5	0	-2	-1	-2	7	-9	20	-7	-10	6
CCc1ccc(OCc2ccc(C(=O)NCc3ccccn3)o2)cc1	10	-26	-7	-1	-81	-34	-52	-14	-8	-6	-10
CC1=CN2C(=N)/C(=C\c3cn(CCCOc4ccccc4)c4ccccc34)C(=O)N=C2S1	0	9	-1	5	-7	-4	-13	-9	-10	5	-3
Oc1ccccc1C=NC(c1ccccc1)C(O)c1ccccc1 (stereo not given)	-3	-1	4	-2	-9	11	-17	19	3	1	-13
CCc1cccc(C)c1NC(=S)NCC1CCN(c2ccc(OC)cc2)C1 (stereo not given)	-3	-4	5	17	-6	11	-20	-2	24	-8	8
[N-]=[N+]=NCCN1CCN(CCc2ccccc2)CCC1=O	12	-13	1	-7	3	10	-10	7	-3	-1	10
O=C(CN1C(=O)NC2(CCc3ccccc32)C1=O)Nc1ccccc1C(F)(F)F (stereo not given)	4	-8	4	-6	-5	-4	10	-9	10	-6	-6
Cc1cccc(NC(=O)c2ccccc2OCC(=O)c2ccc(F)cc2)c1	-1	-25	34	0	9	-5	-33	-20	-3	-11	2
O=C(Cc1ccccc1)NCC(=O)Nc1cccc(Br)c1	-8	17	1	-10	4	7	-10	-1	4	2	-17
COc1ccc(-n2cnc3c(cnn3CCC#N)c2=N)cc1	3	-14	0	5	8	-16	-10	-12	-11	-3	-41
Cc1ccc([N+](=O)[O-])cc1CN1CCN(c2ncc(Cc3ccccc3)cn2)CC1	-3	13	-11	-13	.	.	.	.	5	.	15
Cc1noc(C)c1COc1ccccc1C(=O)NCc1ccco1	-2	-3	-6	7	-23	20	-8	5	3	4	5
Cn1c(C(=O)NCc2ccccn2)cc2c(=O)n3ccccc3nc21	-2	-61	-2	1	-32	-92	-55	18	-21	6	-36
COc1ccccc1CNC(=O)C1CCC(CNS(=O)(=O)c2cccc3cccnc23)CC1 (stereo not given)	-3	-7	-2	-8	3	2	6	9	-7	2	12
CCCCCCCCNS(=O)(=O)CCNCCc1ccccc1	-1	-14	21	0	4	-4	7	-26	15	5	2
CC1CN(CCn2cnc3c(N)ncnc32)CC(C)O1 (stereo not given)	-1	0	3	-3	-10	1	15	-6	-2	-12	-2
O=C(O)c1ccc(NC(=O)c2cccc(C(=O)Nc3ccc(C(=O)O)cc3)c2)cc1	3	9	8	-5	-2	-27	-3	-3	-14	-3	18
(continued)
SMILES	ABHD5 PLIN5 PPI	NR5A2 inv ag	Exocytosis inh	NOD2-RIPK2 inh	TROY signal inh	SRC3 inh	SRC1 inh	TWEAK-Fn14 inh	NR2F2 inh	TLR9-MyD88 block	NCOA2 inhibitor
COc1ccc(Br)c(C(=O)NCCC(C)C)c1	-1	10	7	2	0	2	7	7	-8	4	-18
Cc1cccc(C(=O)N[C@H](C(=O)Nc2nccs2)C(C)C)c1	1	13	-1	-7	1	-4	1	-8	4	-6	-40
Cc1ccc(-c2cn(-c3ccccc3)c3[n+]2CCCS3)cc1	9&-2	69&59	1&2	-4&-3	10&32	4&38	28&-6	25&28	55*	-9&3	29&7
CCCN(C(=O)c1cccc(S(=O)(=O)N2CCN(C)CC2)c1)c1c(N)n(Cc2ccccc2)c(=O)[nH]c1=O	8	34	2	1	11	-2	-3	0	0	3	3
COC(=O)Nc1ccc(SCC(=O)c2cccc([N+](=O)[O-])c2)cc1	-15	-2	9	22*	9	-7	-12	-28	-2	0	-9
COc1cc(C(=O)NC(=S)Nc2nc(-c3ccc(F)cc3)cs2)cc(OC)c1OC	3	-4	49	-3	-33	-2	8	-14	3	-3	-7
CCC1CCCCN1CCCn1c(=S)[nH]c2ccccc2c1=O (stereo not given)	-8	9	0	-9	10	-15	-4	-7	-10	1	-8
Cc1cc(C)c(C)c(OCC(=O)NCCN(C)C)c1	-2	18	-2	-4	-19	-7	2	-15	6	-2	-20
O=C(CN1CCN(c2ccccc2O)CC1)NC(=O)NCc1ccccc1	-4	-10	-1	-3	-3	-2	-12	-2	-7	-9	-17
CCN(CC(=O)Nc1ccc(OC)cc1)C(=O)c1ccc2c(c1)NC(=O)CS2	-8	-8	7	-3	-5	-16	-4	-6	7	-3	-24
Cc1ccc(OCC(=O)N2CCN(C(=O)Cc3ccccc3)CC2)cc1	0	7	-5	-2	10	18	-5	7	-5	3	-15
CC1(C)Cc2c(c(-c3ccco3)nc3n[nH]c(N)c23)CO1	-1	16	-1	-12	.	2	5	40	-4	3	3
CCN1C(=O)c2ccccc2S(=O)c2ccc(C(=O)NCc3ccc(OC)cc3)cc21 (stereo not given)	6	10	2	-5	-7	-20	9	-17	17	-3	3
CC(OC(=O)CSc1ccccc1)C(=O)NC1CCCCC1C (stereo not given)	8	3	2	-1	6	-5	-8	-9	-1	-1	-14
CCOC(=O)Cc1csc(SCC(=O)Nc2ccc(C)cc2F)n1	-1	-20	-6	4	-5	-41	-5	0	6	-3	12
Cc1ccc(-c2nc(N)n(C(=O)Cc3ccccc3)n2)cc1	8	-16	1	6	-14	-17	-14	-29	-8	-15	-10
Oc1ccc2ccccc2c1Br	6	-1	-3	-17	2	5	6	8	6	8	14
COC(=O)CN(C#N)c1nc(NCc2ccccc2)nc(OC)n1	5	-7	1	-1	4	6	3	16	0	-3	-13
O=C1NC[C@H](CCCCN2C[C@H](Cc3ccc(O)cc3)N(CCc3ccc(O)cc3)C(=O)C2=O)N(CC2CCCCC2)C1=O	-5	-27	-8	-4	-2	.	.	8	-2	.	23
COc1cccc(OC)c1NC(=O)NC(=O)c1c(OC)c(Br)cc([N+](=O)[O-])c1OC	4	26	-14	-11	-25	22	11	13	17	.	-1
O=C(C1CCCN(Cc2ccccc2)C1)N1CCCCC1 (stereo not given)	0	-12	-3	-5	3	9	7	3	10	0	-7
CC(C)c1ccc(NC(=S)Nc2ccc(OC(F)(F)F)cc2)cc1	-1	5	0	-10	-8	0	13	-33	7	-4	-25
COC(=O)C(CC(C)C)NC(=O)c1ccc(F)cc1 (stereo not given)	-3	-11	0	4	-3	-2	-8	-13	11	-2	3
CCC1CCc2c(sc(NC(=O)c3cccnc3)c2C(N)=O)C1 (stereo not given)	5	-15	-2	2	-28	1	-5	-1	-4	-8	-4
COc1ccc(OCc2nc3c4c(ncn3n2)-c2ccccc2CC42CCCC2)cc1	2	-11	-2	-9	-12	-18	-10	40	4	-7	1
Later entries
SMILES	ABHD5 PLIN5 PPI	NR5A2 inv ag	Exocytosis inh	NOD2-RIPK2 inh	TROY signal inh	SRC3 inh	SRC1 inh	TWEAK-Fn14 inh	NR2F2 inh	TLR9-MyD88 block	NCOA2 inhibitor
CCN(C[C@H]1N[C@@](CC)(C(=O)OC)[C@H]2C(=O)N(C)C(=O)[C@@H]12)C(=O)C1CCCCC1	3	7	-3	5	-4	4	3	3	-5	-3	7
Cc1cccc(NC(=O)C[n+]2cccc(C)c2)c1	8	11	-2	-3	-10	9	-6	-4	17	-1	-10
O=C(c1ccccc1)N1CCCN(c2nccc(C(F)(F)F)n2)CC1	-11	-16	3	-7	-19	-8	1	6	-4	-11	-7
Cc1nc2ccccc2n1CC(O)COc1ccccc1Cl (stereo not given)	12	20	-6	-2	10	28	8	54*	26	-5	9
COc1cc(S(=O)(=O)Nc2ccccc2N2CCCCC2)ccc1NC(C)=O	3	11	32	-7	0	-8	-1	6	0	-4	13
CC1(C)SCC(C(=O)O)NC1=O (stereo not given)	1	-5	-2	2	-7	-1	5	4	-21	6	14
COc1ccc(Cl)cc1NC(=O)CN(C)C(=O)c1sccc1-c1ccccc1	-9	-12	1	4	15	8	-13	10	10	-3	12
O=C(Nc1cc(S(=O)(=O)N2CCCCC2)ccc1Cl)c1ccncc1	2	11	-5	-15	4	8	0	8	9	4	8
Cc1ccc(S(=O)(=O)/C(C#N)=C/c2c(N3CCN(Cc4ccccc4)CC3)nc3ccccn3c2=O)cc1	12	-13	-1	9	-24	15	-5	-6	25	-3	-13
CC1=NN(c2ccc(C(=O)O)cc2)C(=O)/C1=C/c1ccc(-c2ccccc2F)o1	-5	-23	0	-5	-1	4	-9	-26	.	-4	.
O=C(CSCC(=O)c1ccc([N+](=O)[O-])cc1)c1ccc([N+](=O)[O-])cc1	-9	18	-5	9	-3	-4	-3	-11	.	.	.
Cc1nnc(Cn2cnc3c2c(=O)n(C)c(=O)n3C)o1	-6	-16	2	-8	-22	-57	-27	24	4	-8	-10
CCOC(=O)c1c(NC(=O)c2ccccc2C(=O)O)sc2c1CCCC2	-4	0	3	2	8	4	-4	-1	-18	-6	6
O=C(NCC1CCCO1)C1c2ccccc2Oc2ccccc21 (stereo not given)	-2	15	-1	-2	-10	13	1	-13	-5	4	13
COCCn1ccc(O)c(Cc2ccc(Cl)cc2)c1=O	1	-4	-1	1	4	-14	-10	-11	4	1	-3
Cc1ccc2c(c1)c1c(c(=O)n(-c3ccccc3)c(=O)n1CC(=O)NCC1CCCO1)n2C (stereo not given)	-4	9	-5	-14	15	-18	-107	2	-5	4	-9

Not all compounds are listed (hit frequency here may not be typical).
